From PubChem BioAssay
EPAC2 antag = qHTS for Antagonist of cAMP-regulated guanine nucleotide exchange factor 2 (EPAC2): primary screen. EPAC2 GEF exchange of Rap1B-BODIPY-GDP, fluorescence. 360,000 tested, 0.18% active. Potency, µM (top dose mostly 114 µM), for the others: at the top dose activity, negative = inhibition, usual class: inhibitors. AID 720708, 2013; further: potency means the concentration at half of the fitted maximal effect; on the % scale 0 is the no-effect control and ±100 the full control effect; nearly all actives have a fitted effect of over 45% in size; many of its hits are not listed in these tables
Target sequence (Q8WZA2 whole entry, looked up): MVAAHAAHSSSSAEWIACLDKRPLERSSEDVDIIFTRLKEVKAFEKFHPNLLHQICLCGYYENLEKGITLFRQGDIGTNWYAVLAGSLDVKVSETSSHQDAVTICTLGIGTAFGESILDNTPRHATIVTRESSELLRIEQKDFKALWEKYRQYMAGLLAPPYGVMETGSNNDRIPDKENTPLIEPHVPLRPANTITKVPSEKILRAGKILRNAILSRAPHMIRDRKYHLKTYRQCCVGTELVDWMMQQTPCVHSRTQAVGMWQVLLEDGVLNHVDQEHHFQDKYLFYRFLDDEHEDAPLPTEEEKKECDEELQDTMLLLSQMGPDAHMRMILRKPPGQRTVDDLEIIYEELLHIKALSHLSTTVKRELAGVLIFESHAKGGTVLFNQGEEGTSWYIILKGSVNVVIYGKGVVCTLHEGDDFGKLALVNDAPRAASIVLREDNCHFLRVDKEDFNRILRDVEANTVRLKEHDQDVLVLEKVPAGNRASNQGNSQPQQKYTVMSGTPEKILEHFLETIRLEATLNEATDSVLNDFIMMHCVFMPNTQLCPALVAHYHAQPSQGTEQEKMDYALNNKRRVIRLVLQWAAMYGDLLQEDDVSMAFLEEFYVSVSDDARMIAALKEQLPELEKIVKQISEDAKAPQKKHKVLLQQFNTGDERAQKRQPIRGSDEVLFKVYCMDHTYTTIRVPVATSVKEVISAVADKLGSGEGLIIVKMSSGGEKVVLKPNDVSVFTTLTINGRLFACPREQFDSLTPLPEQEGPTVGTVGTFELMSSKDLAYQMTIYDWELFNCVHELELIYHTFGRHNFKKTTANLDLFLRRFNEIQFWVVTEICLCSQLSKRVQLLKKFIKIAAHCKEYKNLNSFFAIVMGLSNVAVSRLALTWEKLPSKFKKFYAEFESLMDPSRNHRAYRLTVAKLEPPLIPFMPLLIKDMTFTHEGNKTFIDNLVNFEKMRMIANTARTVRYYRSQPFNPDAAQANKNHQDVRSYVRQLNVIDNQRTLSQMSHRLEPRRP
EPAC2 agonist = qHTS for Agonist of cAMP-regulated guanine nucleotide exchange factor 4 (EPAC2): primary screen; EPAC2 activation, biochemical qHTS; response scale: 100% = 6.5 mM cAMP response; Potency, µM (highest dose often 154 µM), without a hit: at the top dose activation, most hits filed as activators; 360,000 tested, 0.079% active; AID 720711, 2013; Rap guanine nucleotide exchange factor 4 (Homo sapiens), Q8WZA2; further: potency means the concentration at half of the fitted maximal effect; nearly all actives have a fitted effect of over 50% in size
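Nucleotide exchange monitored as fluorescence drop when BODIPY-GDP leaves Rap1B. Reaction: 100 nM EPAC2, 250 nM RAP1B-BODIPY-GDP, 50 uM GDP, room temperature, kinetic read over 30 min. Activity expressed relative to 6.5 mM cAMP.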
D3 ag = qHTS of D3 Dopamine Receptor Agonist: qHTS | D(3) dopamine receptor (Homo sapiens), P35462 | AID 652048, 2013 | 410,000 tested, 0.58% active | max activation, % | D3R DiscoveRx beta-arrestin cells, luminescence, 90 min; in the data active means max activation above about 30%; further: 0% is about no effect; mostly tested at two doses, the higher about 12 µM
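Cells at 1500/well, incubated overnight, then treated with pinned compounds (dopamine as control) for 90 min at 37 degrees C. DiscoveRx reagent added for 30 - 60 minutes at room temperature; luminescence read.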
MmCpn inh = Inhibitors of TCP-1 ring complex (TRiC) of Methanococcus maripaludis (MmCpn): qHTS | purified Mm-Cpn ATPase, ADP Transcreener TR-FRET | Potency, µM (highest dose often 76.9 µM), inactives show at the top dose activity, negative = inhibition, actives largely listed as inhibitors | Chaperonin Mm-Cpn (Methanococcus maripaludis) | 330,000 tested, 0.031% active; further: potency means the concentration at half of the fitted maximal effect; on the % scale 0 is the no-effect control and ±100 the full control effect; nearly all actives have a fitted effect of over 80% in size
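ATPase turnover read by TR-FRET ADP competition (Eu cryptate antibody/ADP-d2, 665/590 nm): 10uM ATP final, 25nM Mm-CPN final, 30 min 37degC after 10-min compound preincubation, pH 7.4 Tris/KCl/MgCl2/DTT buffer.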
CCT chaperon mod = High-Throughput Screening for Modulators of Cytosolic Chaperonin Activity | AID 651819, 2012 | purified chaperonin ATPase assay, HTRF ADP detection, 30 min | activity change, % (concentration not given with the values), hits read low | 360,000 tested, 0.3% active; in the data active means activity change below about -30%; further: on the % scale 0 is the no-effect control and ±100 the full control effect
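Enzyme 40 or 20 nM (batch-dependent) in Tris pH 7.4/KCl/MgCl2/DTT; cpd 76 uM single point; ATP 10 uM; 30 min 37 °C; Transcreener ADP HTRF detection, 30 min RT; ratio 665/615.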
D3 antag = qHTS of D3 Dopamine Receptor Antagonist: qHTS; D3R cells, DiscoveRx beta-arrestin luminescence, antagonist mode; hits give low values; 360,000 tested, 2.5% active; AID 652054, 2013; D(3) dopamine receptor (Homo sapiens), P35462; max response, negative = inhibition, %; in the data active means max response below about -50%; inconclusive means no clear call, values can overlap the other calls; further: on the % scale 0 is the no-effect control and ±100 the full control effect; mostly tested at two doses, the higher about 12 µM
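Cells plated overnight at 1500 cells/well, then exposed to library compounds with dopamine controls for 90 minutes at 37 degrees C. DiscoveRx reagent added for 30–60 minutes at room temperature; luminescence read, quantitative HTS format.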
PTHR1 agonist = qHTS for PTHR1 Agonists: Primary Screen; Parathyroid hormone/parathyroid hormone-related peptide receptor (Homo sapiens), Q03431; HEK293 GP2 PTHR1 cells, GloSensor cAMP luminescence, 1 h; Potency, µM (highest dose often 115 µM), for inactives: at the top dose activation, most hits filed as activators; 410,000 tested, 0.075% active; further: potency means the concentration at half of the fitted maximal effect; nearly all actives have a fitted effect of over 55% in size; some results filed as inactive show a strong effect at the top dose; inactives centre near -15; many of its hits are not listed in these tables
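HEK-293-derived GP2 cells expressing PTHR1 and a GloSensor cAMP reporter, 3,000/well, plated overnight, given luciferin plus IBMX (each 0.5 mM as added) for 1 h at 37 °C, then compound for 1 h at 37 °C. Luminescence was read after 15 min at room temperature.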
Akt phos inh = HTS Assay for Inhibitors of Akt Phophorylation: Primary Screen; Neuro2A IGF-stimulated pAkt S473 HTRF, 20 min; hits give low values; activity change, % for hits at 50 µM; 360,000 tested, 0.32% active; in the data active means activity change below about -80%; inconclusive means mostly about -51% to -80%; further: on the % scale 0 is the no-effect control and ±100 the full control effect
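Single-point screen (50 µM final compound) in Neuro2A cells stimulated 20 min with 6 nM IGF at 37 deg C. After lysis, Ser473-phosphorylated Akt read by HTRF (ex 330 nm, em 615/665 nm) as the 665/615 ratio.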
* = called active by the depositor; i = inactive; ? = inconclusive; / = not tested or not shown; & = joins results of further samples; [ ] = remark or other dose. Unless noted, the call rests on the fitted dose curve; in most records, active means well fitted curve in the direction sought with a large enough effect; inconclusive means small, poorly fitted or top-dose-only effect, or another doubt; inactive means no such curve, though single readings can be large; an effect the other way counts as inactive or inconclusive. Not all compounds are listed; rates above refer to the full screens.

SMILES	EPAC2 antag	EPAC2 agonist	D3 ag	MmCpn inh	CCT chaperon mod	D3 antag	PTHR1 agonist	Akt phos inh
CCCS(=O)(=O)N1CCCC(C(=O)NCCCN2CCN(c3cccc(Cl)c3)CC2)C1 (stereo not drawn)	10%	-2%[15.6 µM]	0	1%	-3.1	-25	-5%[57.5 µM]	/
Cc1cc(NC(=O)CCC(=O)N(CC(=O)NCC2CCCO2)c2ccccc2C)no1 (stereo not drawn)	0%	-2%	-2	0%	1.7	2	i	i
CC(=O)c1cccc(NC(=O)C2Cc3c(-c4ccccc4Oc4ccccc4)ccnc3O2)c1 (stereo not drawn)	-14%	7%	12	/	1.8	72	-87%[inhibitor]	i
CCc1ccc(/C=N/NC(=O)c2cc(-c3cccc([N+](=O)[O-])c3)n[nH]2)cc1	-2%	-2%	-12	3%	-1.4	?	i	i
Cc1nnsc1-c1c(C(=O)N2CCOCC2)c(C)nn1-c1ccccc1	-2%	11%	-18	-1%	-3.0	-27	-24%	i
CC(C)(C)NC(=O)C(c1ccncc1)N(Cc1ccco1)C(=O)c1ccc(-c2ccccc2)[nH]1 (stereo not drawn)	-19%	3%	-3	1%	1.8	?	i	i
COC(=O)c1c(NC(=O)CN2CCN(C(=O)c3ccco3)CC2)c2cc(C)ccc2n1C	-2%	-4%	-7	-22%	-1.1	3	-36%[inhibitor]	i
CC1CCCCN1Cc1c(O)ccc2c(=O)c(-c3nc4ccccc4s3)c(N)oc12 (stereo not drawn)	-17%	-5%	-3	-17%	-0.5	-12	-1%	i
Cc1cccnc1NC(=O)Nc1ccc(Cl)cc1	9%	10%	4	2%	1.0	6	-31%	i
O=S(=O)(N/N=C\c1ccccc1O)c1ccc(Cl)cc1	-1%	8%	2	0%	-3.7	-12	i	i
Cc1c(Cl)cccc1NC(=S)NCC1COc2ccccc2O1 (stereo not drawn)	-13%	10%	-4	1%	0.1	-11	-29%	i
CCn1nnnc1SCC(=O)N1c2ccccc2NC(=O)CC1C (stereo not drawn)	-1%	11%	26	1%	0.2	3	-16%	i
Cc1c(C#N)c(O)n(CCO)c(=O)c1N=Nc1ccccc1	17%	2%	-8	1%	1.2	-5	i	i
CO/N=C/c1cccn1-c1nccc(OC)c1C#N	7%	6%	-19	5%	1.6	-17	-3%	i
CC(C)OC(=O)c1ccc(N2CCN(c3ccccc3F)CC2)nc1	-2%	19%	-5	0%	-1.4	-3	-43%	i

A section taken from the entries so far, as a working copy:
SMILES	EPAC2 antag	EPAC2 agonist	D3 ag	MmCpn inh	CCT chaperon mod	D3 antag	PTHR1 agonist	Akt phos inh
CCCS(=O)(=O)N1CCCC(C(=O)NCCCN2CCN(c3cccc(Cl)c3)CC2)C1 (stereo not drawn)	10%	-2%[15.6 µM]	0	1%	-3.1	-25	-5%[57.5 µM]	/
Cc1cc(NC(=O)CCC(=O)N(CC(=O)NCC2CCCO2)c2ccccc2C)no1 (stereo not drawn)	0%	-2%	-2	0%	1.7	2	i	i
CC(=O)c1cccc(NC(=O)C2Cc3c(-c4ccccc4Oc4ccccc4)ccnc3O2)c1 (stereo not drawn)	-14%	7%	12	/	1.8	72	-87%[inhibitor]	i
CCc1ccc(/C=N/NC(=O)c2cc(-c3cccc([N+](=O)[O-])c3)n[nH]2)cc1	-2%	-2%	-12	3%	-1.4	?	i	i
Cc1nnsc1-c1c(C(=O)N2CCOCC2)c(C)nn1-c1ccccc1	-2%	11%	-18	-1%	-3.0	-27	-24%	i
CC(C)(C)NC(=O)C(c1ccncc1)N(Cc1ccco1)C(=O)c1ccc(-c2ccccc2)[nH]1 (stereo not drawn)	-19%	3%	-3	1%	1.8	?	i	i
COC(=O)c1c(NC(=O)CN2CCN(C(=O)c3ccco3)CC2)c2cc(C)ccc2n1C	-2%	-4%	-7	-22%	-1.1	3	-36%[inhibitor]	i
CC1CCCCN1Cc1c(O)ccc2c(=O)c(-c3nc4ccccc4s3)c(N)oc12 (stereo not drawn)	-17%	-5%	-3	-17%	-0.5	-12	-1%	i
Cc1cccnc1NC(=O)Nc1ccc(Cl)cc1	9%	10%	4	2%	1.0	6	-31%	i
O=S(=O)(N/N=C\c1ccccc1O)c1ccc(Cl)cc1	-1%	8%	2	0%	-3.7	-12	i	i
Cc1c(Cl)cccc1NC(=S)NCC1COc2ccccc2O1 (stereo not drawn)	-13%	10%	-4	1%	0.1	-11	-29%	i

New compounds follow
SMILES	EPAC2 antag	EPAC2 agonist	D3 ag	MmCpn inh	CCT chaperon mod	D3 antag	PTHR1 agonist	Akt phos inh
O=C(Nc1ccc(S(=O)(=O)N2CCc3ccccc3C2)cc1)c1ccccc1	10%	6%	7	0%	0.2	20	-30%	i
CCN(CC)CCOC(=O)c1ccc(N=CC2=C(O)CC(C)(C)CC2=O)cc1	2%	11%	-3	/	-1.7	1	?	i
O=C(CCCc1c[nH]c2ccccc12)Nc1ncccc1O	-1%	8%	2	2%	1.4	-16	-26%	i
CCc1ccc(-c2ccc(SCC(=O)Nc3nnc(C)s3)nn2)cc1	-5%	2%	1	-4%	-0.1	-19	i	i
O=C(CN1CCCCCC1)Nc1ccccc1C(=O)Nc1ccccc1	-9%	-5%	-10	2%	-1.8	-12	i	i
Cc1cc(N)nc2nc(C(F)(F)F)nn12	0%	5%	-1	-6%	-2.6	-14	i	i
C=CCNC(=O)N1c2ccccc2Sc2ccccc21	-30%	10%	-4	3%	1.2	?	14%	i
OC1O[C@H](c2ccc3c(c2)OCO3)[C@H]2CO[C@H](c3ccc4c(c3)OCO4)[C@@H]12 (stereo partly drawn)	1%	9%	-8	?	-0.9	-24	-35%[inhibitor]	i
O=C(C[C@H]1C/C=C\CC[C@H](Cc2ccc(F)cc2)C(=O)O[C@@H](c2ccccc2)CNC1=O)N[C@H](CO)Cc1ccccc1	1%	-11%	21	-1%	-1.9	62	-11%	i
CC(C)(C)c1cc(NC(=O)COC(=O)c2ccc3c(=O)n4c(nc3c2)CCC4)n(-c2ccccc2)n1	-3%	-8%	1	-11%	0.4	1	-3%[57.5 µM]	i
COc1ccc(C(=O)C2CCCN(C(=O)c3cc4nc(C)cc(C)n4n3)C2)cc1F (stereo not drawn)	4%	4%	15	-1%	-0.4	-1	-9%	i
CC(=O)Oc1ccccc1C(=O)NC(C)CCc1ccccc1 (stereo not drawn)	1%	7%	-6	0%	-3.0	-3	-34%[inhibitor]	i
Cc1ccc(S(=O)(=O)CCC(=O)OCC(=O)NNC(=O)c2ccc([N+](=O)[O-])cc2)cc1	-6%	6%	-8	1%	-1.8	?	-17%	i
COc1ccc(NC(=O)/C(C#N)=C\c2ccc(-c3cc(C(=O)O)ccc3C)o2)cc1	2%	15%	-5	1%	-0.8	-20	9%	i
Cn1cc(CCCC(=O)NCc2ccc(F)cc2)c2ccccc21	-15%	13%	-3&1	-4%	-0.5	6	i	i
Cc1c(Br)c([N+](=O)[O-])nn1CC(=O)Nc1ccc(Cc2ccncc2)cc1	-16%	18%	0	2%	-2.7	?	-21%	i
COC(=O)c1ccc(NC(=O)C2CCCN2C(=O)Nc2cccc(C(C)=O)c2)cc1 (stereo not drawn)	2%	3%	3	?	-4.3	-14	-26%	i
O=C(Cc1n[nH]c(=O)c2ccccc12)OCC(=O)c1ccc(F)cc1	2%	1%	1	-4%	2.6	8	i	i
Cc1ccc(S(=O)(=O)N2CCC(C)CC2)c([N+](=O)[O-])c1	-17%	19%	-2	2%	-3.2	-17	-42%[inhibitor]	i
CC(=O)Nc1ccc(S(=O)(=O)NN=Cc2ccc(Cl)c(Cl)c2)cc1	-17%	14%	11	/	-0.6	-71*	i	i
Cc1ccc2c(c1)c1nc3ccccc3nc1n2CCN1CCOCC1	-1%	1%	-2	-3%	-3.4	16	i	i
Cc1ccc(N(Cc2ccccc2)C(=O)CN2C(=O)NC3(CCCC3)C2=O)cc1	-15%	3%	5	-2%	-3.1	-1	-78%[inhibitor]	i
OC(CN(c1ccccc1)c1ccccc1)Cn1cnc2ccccc21 (stereo not drawn)	-26%	2%	2	0%	-1.2	29	-40%[inhibitor]	i
CCOC(=O)c1ccccc1NS(=O)(=O)c1ccc(C)cc1	-12%	14%	0	1%	1.5	0	i	i
Oc1ccccc1Nc1ccccn1	-5%	-7%	5	?	-0.7	11	-24%	i
Cc1ccc(S(=O)(=O)N(C)C)cc1NC(=O)[C@H](Cc1ccccc1)N1C(=O)c2ccccc2C1=O	0%	21%	-4	-1%	-0.2	-1	-20%	i
Cn1c(=O)c2ncn(CC(=O)N/N=C/C=C/c3ccccc3)c2n(C)c1=O	3%	12%	2	-2%	-0.9	-11	i	i
COC(=O)[C@@]12C[C@@H](CC(=O)N3CCN(C(=O)c4ccco4)CC3)C(=O)N(CCc3ccc(OC)c(OC)c3)C1=CCC(C)(C)C2	-16%	-6%	3	/	/	4	i	i
CCc1ccc(NC(=O)CSc2nnc(Cc3cccn3C)n2-c2ccc(OC)cc2)cc1	1%	16%	4	-4%	-2.1	2	-13%	i
CCC(=O)N1CCCC(C)(C(=O)NS(=O)(=O)c2ccccc2Cl)C1 (stereo not drawn)	23%	-3%	3	/	-0.1	-8	i	i
Cc1ccc(/C=N/N=C2\SCC(=O)N2CC2CC2)cc1	-1%	23%	-26	2%	-3.7	-14	-33%[inhibitor]	i
Cc1ccc(Nc2nc3c([nH]2)c(=O)[nH]c(=O)n3C)cc1	9%	23%	-13	1%	2.1	-14	i	i
O=C(c1ccco1)N1CCCC(c2nc3c(nnn3Cc3ccccc3)c(=O)[nH]2)C1 (stereo not drawn)	2%	0%	22	2%	-2.8	6	-18%	i
